High-throughput results deposited in PubChem by National Center for Advancing Translational Sciences (NCATS).
SW480 rerep: induces DNA re-replication in SW480 colon adenocarcinoma cells; SW480 DNA re-replication, Hoechst DNA content imaging, 48 h; 340,000 tested, 1.8% active; Potency, µM (doses to about 46.1 µM), inactives show top-dose re-replication activation, hits mostly activators; note: potency is the fitted concentration of half-maximal effect; % of control where 0% means no effect; nearly all actives have a fitted effect of over 55% in size
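SW480 cells exposed to compounds for 48 hr at 37 C, 5% CO2, then Hoechst-stained 40 min. Nuclear DNA content imaged by fluorescence scanning (405 nm excitation, 500-530 nm emission); re-replication scored as increased high-intensity nuclei.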
MCF10A rereplic: induces DNA re-replication in MCF 10a normal breast cells; AID 624296; 350,000 tested, 2.9% active; MCF 10A DNA re-replication, Hoechst nuclear intensity, 48 h; Potency, µM (highest dose often 46.1 µM), without a hit: at the top dose activity, positive = re-replication, actives largely listed as activators; note: potency is the fitted concentration of half-maximal effect; % of control where 0% means no effect; nearly all actives have a fitted effect of over 50% in size
KB-3-1 tox: KB-3-1 parental cell cytotoxicity | Potency, µM (doses to about 46.1 µM), for the others: at the highest dose activity change, negative = cytotoxic, usual class: cytotoxic | AID 1347075 | KB-3-1 viability, CellTiter-Glo ATP luminescence, 72 h | 400,000 tested, 1.4% active; note: potency is the fitted concentration of half-maximal effect; % is set by controls: 0 for no effect and ±100 for the full control effect; nearly all actives have a fitted effect of over 60% in size
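Here the drug-naive KB-3-1 line serves as comparator for MDR sub-line selectivity; cells received compound titrations, 72 h at 37 °C, then CellTiter-Glo readout.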
IL-1B inflam inh: inflammasome signaling inhibition, IL-1 beta readout | THP-1 LPS/ATP IL-1B secretion, AlphaLISA, 16 h; stronger effect = lower value | AID 743279 | 360,000 tested, 4.7% active | activity change, % at 57.5 µM; in the data active = activity change below about -50%; inconclusive = mostly about -30% to -49%; note: % is set by controls: 0 for no effect and ±100 for the full control effect
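THP-1 cells pretreated 1 hr with compounds (up to 57.5 uM final), then stimulated with LPS (250 ng/mL final) plus ATP (1.25 mM final); secreted IL-1B measured by AlphaLISA after 16 hr, decreased signal indicating inhibition.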
D3 ag: agonists of human D3 dopamine receptor | 410,000 tested, 0.58% active | P35462 | D3R DiscoveRx beta-arrestin cells, luminescence, 90 min | max activation, %; in the data active = max activation above about 30%; note: 0% is about no effect; mostly tested at two doses, the higher about 12 µM
Target sequence (P35462 whole entry, looked up): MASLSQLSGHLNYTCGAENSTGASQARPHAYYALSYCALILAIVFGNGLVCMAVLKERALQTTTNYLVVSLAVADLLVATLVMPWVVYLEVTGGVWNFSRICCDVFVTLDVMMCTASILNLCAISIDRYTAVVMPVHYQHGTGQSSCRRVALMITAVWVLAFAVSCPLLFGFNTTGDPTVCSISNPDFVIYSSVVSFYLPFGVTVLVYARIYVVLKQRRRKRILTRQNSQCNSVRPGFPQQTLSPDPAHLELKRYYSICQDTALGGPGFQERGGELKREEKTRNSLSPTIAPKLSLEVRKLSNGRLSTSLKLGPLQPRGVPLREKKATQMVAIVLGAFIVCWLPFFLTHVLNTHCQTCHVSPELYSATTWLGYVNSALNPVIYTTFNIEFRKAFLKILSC
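Agonist-mode cell screen: cells plated at 1500/well and incubated overnight at 37 °C, then exposed to library compounds for 90 min at 37 °C. Detection reagent was added for 30–60 min at room temperature, and luminescence was read.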
KB-V1 MDR tox: KB-V1 MDR subline cytotoxicity | AID 1347076 | Potency, µM (titrated, usually from 46.1 µM), for inactives: at the highest dose activity change, negative = cytotoxicity, actives largely listed as cytotoxic | 400,000 tested, 3.4% active | KB-V1 MDR cells viability, CellTiter-Glo, 72 h; note: potency is the fitted concentration of half-maximal effect; % is set by controls: 0 for no effect and ±100 for the full control effect; nearly all actives have a fitted effect of over 60% in size
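KB-V1 cells (P-gp-expressing MDR subline of KB-3-1) in phenol-red-free DMEM with 10% FBS were exposed to library compounds over a concentration series for 72 h at 37 degrees C. Viability read by CellTiter-Glo luminescence; concentration-effect curves fitted after normalization.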
HT1080 IDH1KD tx: kills HT-1080 cells with IDH1 knockdown; Potency, µM (titrated, usually from 46.1 µM), for the others: at the top dose activity, negative = toxicity, actives largely listed as cytotoxic; 360,000 tested, 2% active; AID 686971; HT-1080 IDH1 knockdown viability, ATP luminescence, 48 h;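 note: potency is the fitted concentration of half-maximal effect; 0% = DMSO wells and -100% = cell-free medium wells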
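Assay cells: HT-1080 with IDH1 knockdown, 750 per well, RPMI/5% FBS. Exposure: 48 h at 37 °C following 2 h pre-incubation. Read: CellTiter-Glo luminescence; fitted concentration-response, curve class assigned.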
HEK293 tox: cytotoxicity in counter-screen for GLP-1R inverse agonists. HEK293 cAMP-luciferase reporter cells, luminescence, 24 h. Potency, µM (series often up to 38.3 µM), without a hit: at the highest dose activity change, negative = inhibition, actives largely listed as inhibitors. 410,000 tested, 0.13% active. AID 624418;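 note: loss of luciferase light is scored as toxicity; potency is the fitted concentration of half-maximal effect; % is set by controls: 0 for no effect and ±100 for the full control effect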
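Quantitative HTS format, 1536 wells, 200 cells/uL seeded. Compounds: 23 nL, 24 h, 37 °C. Detection: luciferase reagent, luminescence at 12 min RT; decreased signal taken as cytotoxic.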
HT1080-NT tox: kills 2HG-producing HT-1080-NT fibrosarcoma cells; 360,000 tested, 1.6% active; Potency, µM (highest dose often 46.1 µM), for the others: at the highest dose activity, negative = less viability, actives largely listed as cytotoxic; AID 686970; HT-1080-NT fibrosarcoma viability, CellTiter-Glo ATP luminescence, 48 h;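 note: NT is the 2HG producing partner of a matched IDH1 knockdown line; potency is the fitted concentration of half-maximal effect; 0% = DMSO-treated cells and -100% = media-only wells without cells; nearly all actives have a fitted effect of over 55% in size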
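Compounds were tested in concentration-response format on HT-1080-NT cells for 48 hours at 37 degrees C. Cell viability came from CellTiter-Glo luminescence; curves were classified by r2, response magnitude and activity.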
Starred values were filed as active, the others as inactive; ? = inconclusive; / = not tested or not shown; [ ] = another dose, or the depositor's remark. Unless noted, calls come from the whole dose curve; as a rule, active = well fitted curve in the direction sought with a large enough effect; inconclusive = small, poorly fitted or top-dose-only effect, or another doubt; inactive = no such curve, though single readings can be large; an effect the other way counts as inactive or inconclusive. An unsorted share of the library; 11% or so of the library scored in one or more.

SMILES	SW480 rerep	MCF10A rereplic	KB-3-1 tox	IL-1B inflam inh	D3 ag	KB-V1 MDR tox	HT1080 IDH1KD tx	HEK293 tox	HT1080-NT tox
COc1ccc(CCNC(=O)Cc2cccc(C(F)(F)F)c2)cc1OC	-6%	-3%	6%	3	3	-11%	4%	-29%	6%
Cc1cccn2cc(CSc3ccccc3N)nc12	2%	3%	2%	2	1	13µM*	2%	-10%	-3%
CC(=O)OCC(=O)Nc1c(C)cc(C)cc1C	-5%	-8%	10%	0	1	2%	1%	-6%	1%
CCOCCCNCc1cc(Br)ccc1OCc1ccccc1	10%	4%	?	-60*	-25	?	10%	-30%	4%
CCOc1ncccc1C(=O)N=c1sccn1C	2%	-6%	3%	9	-14	11%	3%	-2%	3%
N#Cc1nc(COc2ccc(Br)cc2)oc1N1CCCC1	-1%	14%	-2%	-24	1	-6%	-6%	-12%	3%
CC(=O)c1ccc(NC(=O)COc2ccccc2C(=O)Nc2ccc(C)cn2)cc1	6%	?	-23%	-8	3	0%	-2%	1%	-5%
Cc1ccc(C)c(OCC(=O)N(Cc2ccccc2)c2c(N)n(Cc3ccccc3)c(=O)[nH]c2=O)c1	-5%	-6%	-1%	7	-3	?	-1%	14%	-5%
O=C(O)COc1ccccc1/C=C1\SC(=S)N(NC(=O)c2ccccc2O)C1=O	-1%	2%	3%	43	2	-13%	-11%	-13%	-1%
Cc1ccc(-n2nc(C(=O)N3CCN(c4cc(Cl)ccc4C)CC3)c3c4ccccc4n(C)c3c2=O)cc1	/	/	19%	/	-11	3%	/	-2%	/
CC1=CC(C)(C)Nc2ccc(OC(=O)C(Cc3ccccc3)N3C(=O)c4ccccc4C3=O)cc21 (stereo not drawn)	14%	?	0%	?	5	-15%	-2%	21%	-2%
COCC(=O)N(Cc1cc2ccc(C)cc2[nH]c1=O)c1ccc(C)cc1C	-3%	1%	13%	12	-8	?	6%	-17%	-12%
COc1ccccc1OCC(=O)NCc1nc(-c2ccccc2)no1	?	-26%	2%	-14	-22	-10%	1%	15%	-1%
COc1ccc(C(=O)c2oc3nc(C)cc(C)c3c2N)cc1	16%	15%	-1%	?	0	?	11%	33%[activator]	11%
COC(=O)C1=C(C)N(c2ccc(F)cc2)C(=O)C1	2%	-5%	-10%	23	4	9%	10%	-21%	12%
COc1ccc(Oc2cccc(Cl)c2CNC(=O)CCC(=O)O)cc1	18%	?	-7%	7	-12	?	4%	6%	20%
CS(=O)(=O)N(CC(=O)NCCSc1ccccn1)c1ccc(F)cc1	2%	-1%	-19%	-9	-4	-39%	-5%	10%	0%
CC(CNCCCn1cnc2c(OCc3ccccc3)ncnc21)c1ccccc1 (stereo not drawn)	15%	?	0%	-17	-19	0%	-29%	?	-19%
Cc1cc(C)cc(NC(=O)CSc2nnc(-c3ccccc3Br)o2)c1	1%	5%	2%	-18	2	?	0%	3%	10%
CCCNC(=O)Cn1cnc2sc(C(=O)N3CCN(CCC)CC3)c(C)c2c1=O	-6%	1%	12%	7	1	7%	14%	-1%	9%
Cc1ccc(NC(=O)CCc2ccc(C)o2)cc1	1%	-15%	3%	0	0	0%	0%	-16%	9%
CCN(C(=O)CN1C(=O)S/C(=C\c2cccc(Cl)c2)C1=O)C1CCS(=O)(=O)C1 (stereo not drawn)	0%	0%	?	0	4	16%	9%	-4%	5%
CCOC(=O)c1c(NC(=O)COC(=O)c2ccc(C)s2)sc2c1CC(C)(C)NC2(C)C	?	14%	12%	-59*	1	-7%	-8%	7%	-2%
COc1ccccc1OCC(=O)NNC(=O)CSC(=S)N1CCCC1	-13%	1%	1%	-7	1	?	6%	-8%	-2%
N#CC1=C(N)SC(C(=O)c2ccccc2)C1c1cccs1 (stereo not drawn)	3%	13%	-3%	1	2	-11%	-14%	-3%	-24%
CCC(C)NC(=O)CO/N=C/c1ccccc1OC(F)F (stereo not drawn)	-1%	0%	19%	4	-2	4%	18%	16%	9%
COc1ccc(NC(=O)CN(C)C(=O)/C=C/c2ccc(S(=O)(=O)N3CCCCCC3)cc2)cc1	13%	?	?	-16	5	21µM*	?	-10%	-6%
Cc1c(NC(=O)C(C)Oc2ccccc2F)c(=O)n(-c2ccccc2)n1C (stereo not drawn)	-15%	?	?	-11	-6	10%	15%	15%	24%
COc1ccc(NC(=O)c2sc3nc(N4CCOCC4)c4c(c3c2N)CC(C)(C)OC4)cc1	26%	10%	-2%	-16	0	?	10%	-1%	16%
CN(C)CCCCOc1ccccc1-c1ccccc1	6%	2%	?	-26	-53	?	2%	-19%	?
Cc1cc(S(=O)(=O)NCc2ccccc2)ccc1OCC(=O)NCc1cccnc1	-3%	?	-3%	22	-1	-17%	-4%	5%	-12%
Cc1nc(NCc2ccco2)c2c3c(sc2n1)CCC3	?	1%	?	-80*	5	-34%	?	-4%	?
CCc1c(C)nc2ncnn2c1NCCc1ccc(OC)c(OC)c1	-2%	-7%	23µM*	15	8	9.2µM*	-16%	-18%	-6%
CCC(C)[C@H](NC(=O)N1CCCCCC1)C(=O)O (stereo partly drawn)	3%	-3%	-12%	-13	4	-2%	-2%	-3%	12%
CCOC(=O)C1=C(COC(=O)c2ccco2)NC(=O)NC1CC (stereo not drawn)	-7%	2%	2%	24	0	-18%	0%	10%	8%
CN(C(=O)c1c(Cl)nc2sccn12)C1CCCCC1	?	?	-1%	6	13	?	1%	10%	-2%
Cc1cc(C)n(-c2cc(=O)n(C)c(=O)n2C)n1	-9%	-6%	-4%	12	4	17%	5%	-7%	9%
COC(=O)c1ccccc1CSc1nsc(C)c1C#N	-5%	4%	8%	7	1	0%	2%	-6%	2%
Cc1ccc(C(=O)NC(=S)Nc2ccc(CN3CCCCC3)cc2)c(C)c1	?	5%	-7%	-53*	-13	25%	?	?	?
Fc1ccc(Sc2cc(Cl)c(-c3ccccc3)nn2)cc1	-7%	6%	-3%	0	-3	?	4%[9.24 µM]	-8%	-5%
O=C(NCc1cccs1)C1CCC(CNS(=O)(=O)c2cccc3nsnc23)CC1 (stereo not drawn)	3%	7%	3%	-18	3	2%	2%	3%	3%
COc1ccc(Cc2nnc(NC(=O)c3cccc([N+](=O)[O-])c3C)s2)cc1	-9%	29%	22%	17	0	21µM*	-8%	-21%	0%
CC1(C)CC(=O)C=C(c2ccccc2-c2ccc(S(C)(=O)=O)cc2)C1=O	/	/	19%	14	0	15%	9%	0%	13%
CN(C1=NC(=O)CS1)c1ccc(O)cc1	-6%	6%	-2%	21	-3	1%	5%	1%	4%
Cc1nn(-c2ccccc2)c(C)c1-c1nnc(-c2c(C)nn(-c3ccccc3)c2C)o1	-13%	0%	-11%	3	-5	9.2µM*	0%	5%	-3%
O=C(CCN1C(=O)C2C3C=CC(C3)C2C1=O)N1CCN(c2ccc(F)cc2)CC1 (stereo not drawn)	-5%	2%	-2%	10	5	-8%	9%	-13%	5%
CCC(=O)N1CCN(c2ccccc2NC(=O)c2ccc(-c3cccc([N+](=O)[O-])c3)o2)CC1	-1%	1%	17%	34	6	3%	-5%	?	3%
O=C(Nc1ccc2nccnc2c1)c1ccco1	?	-17%	0%	-8	-6	3%	-1%	8%	7%
Cc1ccc2oc(C(=O)Nc3ccc(S(=O)(=O)Nc4onc(C)c4C)cc3)c(C)c2c1	-7%	0%	-20%	4	1	?	5%	7%	-2%
O=C(c1ccc(Cl)cc1)N(Cc1ccc(Br)cc1)N1C(=O)CCC1=O	-17%	-2%	-1%	0	7	1%	2%	9%	3%

5 of the compounds above, as comma-separated lines:
Molecule,SW480 rerep,MCF10A rereplic,KB-3-1 tox,IL-1B inflam inh,D3 ag,KB-V1 MDR tox,HT1080 IDH1KD tx,HEK293 tox,HT1080-NT tox
Cc1ccc2oc(C(=O)Nc3ccc(S(=O)(=O)Nc4onc(C)c4C)cc3)c(C)c2c1,-7%,0%,-20%,4,1,?,5%,7%,-2%
O=C(CCN1C(=O)C2C3C=CC(C3)C2C1=O)N1CCN(c2ccc(F)cc2)CC1 (stereo not drawn),-5%,2%,-2%,10,5,-8%,9%,-13%,5%
O=C(Nc1ccc2nccnc2c1)c1ccco1,?,-17%,0%,-8,-6,3%,-1%,8%,7%
CC1(C)CC(=O)C=C(c2ccccc2-c2ccc(S(C)(=O)=O)cc2)C1=O,/,/,19%,14,0,15%,9%,0%,13%
O=C(c1ccc(Cl)cc1)N(Cc1ccc(Br)cc1)N1C(=O)CCC1=O,-17%,-2%,-1%,0,7,1%,2%,9%,3%

The list goes on:
SMILES	SW480 rerep	MCF10A rereplic	KB-3-1 tox	IL-1B inflam inh	D3 ag	KB-V1 MDR tox	HT1080 IDH1KD tx	HEK293 tox	HT1080-NT tox
COc1ccccc1CCNC(=O)c1cccn1-c1nnc(N2CCCC2)s1	/	/	4%	/	2	11%	/	1%	/
CN(N)c1nc(N2CCCC2)nc(N2CCCC2)n1	1%	8%	13%	4	-13	-1%	2%	1%	3%
CC(C)(C)NS(=O)(=O)c1ccc(NC(=O)C(Sc2ccccc2)c2ccccc2)cc1 (stereo not drawn)	?	?	?	?	-8	?	?	?	?
COc1ccc(CCNC(=O)CCNC(=O)N2CC(=O)Nc3ccccc32)cc1	-27%	4%	-2%	19	2	10%	9%	1%	3%
COc1ccccc1NC(=O)CSc1sc2c(O)cc(=O)[nH]c2c1C#N	13%	-28%	1%	30	-10	19%	-4%	-1%	-2%
CCOc1ccccc1-c1ccc(C(=O)NCc2ccccc2)o1	-5%	23%	16%	?	-53	?	0%	4%	-15%
Cc1cc(C)c2c(-c3ccc(F)cc3)c(C#N)c(=O)n(C)c2n1	5%	1%	6%	16	12	-16%	1%	-2%	0%
